OXTR potentiate – human OXTR potentiators, primary screen, fluorescence, CHO-OTR cells, Fluo-8 calcium. Oxytocin receptor (Homo sapiens), P30559. Fluo-8 calcium fluorescence, potentiator mode; 0% = oxytocin EC15, 100% = EC100. activation, % at 3 µM. actives 0.061% (n = 320,000). AID 2445, 2010;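 active means activation above that plate's cutoff, the mean activation of tested compounds plus 3 SD, cut at about 6.6% in these data, passing the limit was not always enough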;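 further: 100% uses oxytocin at 75 nM as the full agonist control; some results filed as inactive read as strong as hits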
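System: human OTR in CHO cells; Also added: sub-maximal oxytocin, roughly EC15; Timing: compound 6 min at room temperature before oxytocin, 100 s read; Technique: Fluo-8 intracellular calcium fluorescence, ex 470-495, em 515-575 nm; Controls: oxytocin EC15 low and EC100 high; Replication: singlicate.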
CHO parental Ca – ATP-evoked calcium signal inhibitors, parental CHO, primary screen, counter-screen for OX1R antagonist project, cell-based, fluorescence, Fluo-8 calcium dye | parental CHO-K1, ATP-induced calcium, Fluo-8 fluorescence | inhibition, % at 5.6 µM | actives 0.63% (n = 330,000) | AID 463079, 2010;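 active means inhibition above that plate's mean sample inhibition plus 3 SD, cut at about 26% in these data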;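 further: 0% = ATP-challenged DMSO wells and 100% = DMSO wells without ATP; some compounds past the cut are filed as inactive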
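Assay system – parental CHO cells · Reagent – ATP stimulus · Detection – intracellular calcium via Fluo-8 no-wash fluorescent dye · Evaluation – percent inhibition of ATP-evoked calcium rise, normalized to controls · Controls – ATP wells versus no-ATP DMSO wells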
TAAR1 antagonist – human TAAR1 antagonists, primary screen, Fluo-8 calcium fluorescence, CHO RD-HGA16 cells. antagonist. AID 624466, 2012. actives 1.5% (n = 360,000). inhibition, % at 3 µM. Trace amine-associated receptor 1 (Homo sapiens), Q96RJ0;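 active means inhibition above a per-plate cutoff, the mean inhibition of test compounds on that plate plus 3 SD, cut at about 49% in these data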;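 further: 0% = DMSO plus EC80 beta-PEA response and 100% = DMSO alone without agonist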
Target sequence (Q96RJ0 whole entry, looked up): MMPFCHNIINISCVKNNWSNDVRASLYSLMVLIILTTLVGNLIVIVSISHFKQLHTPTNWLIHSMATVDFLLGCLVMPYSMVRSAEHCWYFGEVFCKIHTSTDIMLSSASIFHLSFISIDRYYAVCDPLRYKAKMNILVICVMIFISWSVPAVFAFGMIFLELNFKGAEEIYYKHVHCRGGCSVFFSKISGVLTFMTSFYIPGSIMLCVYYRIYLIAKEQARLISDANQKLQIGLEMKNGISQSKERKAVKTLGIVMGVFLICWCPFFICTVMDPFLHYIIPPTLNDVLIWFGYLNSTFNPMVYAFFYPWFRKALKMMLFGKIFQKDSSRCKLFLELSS
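Material: CHO RD-HGA16 cells bearing hTAAR1; compound dosing: one-point dosing, 3 µM nominal final; schedule: dye loading 75 min at 37 °C, then 30 min room temperature; measured by: calcium fluorescence with Fluo-8; control set: vehicle and agonist controls; replication: n of 1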
M1 ag parental – counter-screen for M1 agonists: effect in parental CHO-K1 cells | actives 0.48% (n = 360,000) | Fluo-8 calcium fluorescence; scaled to maximal ATP response, vehicle zero | activation, % at 3 µM; in the data active means activation above about 15%;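 further: untransfected CHO-K1 host cells lacking M1 receptor as counterscreen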
V1R ag counter – agonists of human V1a receptor, primary screen, counter-screen for OXTR agonist project, fluorescence, CHO-V1R cells | Vasopressin V1a receptor (Homo sapiens), P37288 | Fluo-8 calcium fluorescence, agonist mode; 0% DMSO, 100% 3 nM vasopressin | activation, % at 3 µM | actives 0.25% (n = 320,000);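 active means activation above the mean activation of all tested compounds plus 3 SD, per screening run, cut at about 20% in these data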;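 further: signal is peak over basal fluorescence ratio across a 100 second FLIPR read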
CHO-K1 Ca antag – M1 antagonist counterscreen hit in parental CHO-K1 cells. ATP-induced calcium, Fluo-8 fluorescence. inhibition, % at 3 µM. actives 0.6% (n = 360,000). AID 602250;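 active means inhibition above a per-plate cutoff, the plate's mean sample inhibition plus 3 SD, cut at about 24% in these data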;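 further: 0% = DMSO plus EC80 ATP and 100% = DMSO alone without ATP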
TAAR1 agonist – human TAAR1 agonists, primary screen, Fluo-8 calcium fluorescence, CHO RD-HGA16 cells; AID 624467, 2012; activation, % at 3 µM; actives 0.99% (n = 360,000); vehicle wells 0%, saturating PEA agonist 100%; Trace amine-associated receptor 1 (Homo sapiens), Q96RJ0;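 active means activation above the mean activation of all test compounds in the run plus 3 SD, cut at about 38% in these data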
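Signal – calcium-sensitive Fluo-8 signal, excitation 470-495, emission 515-575 nm · System – RD-HGA16 (CHO) cells co-expressing Gα16 and hTAAR1 · Incubation – 17-24 h seeding, 75 min 37 °C dye, 30 min RT · Compound dosing – 3 µM single concentration · Repeats – no replicates (n 1)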
CHO-K1 Ca PAM – nonselective calcium activators in parental CHO-K1 cells, primary screen, counter-screen for M1 PAM project, cell-based, Fluo-8 calcium fluorescence, full deck, 1536-well; activation, % at 3 µM; ATP EC20; 0% at ATP EC20, 100% at ATP max; actives 0.02% (n = 360,000);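 active means activation above the run cutoff, the mean activation of all test compounds plus 3 SD, cut at about 40% in these data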;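 further: peak over basal fluorescence ratio in a 140 s read after ATP addition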
M1 ag – human M1 muscarinic receptor agonists, primary screen, Fluo-8 calcium fluorescence, CHO-K1 cells, HTS; Muscarinic acetylcholine receptor M1 (Homo sapiens), P11229; actives 0.33% (n = 360,000); activation, % at 3 µM; CHO-K1 hM1, agonist mode; 0% DMSO, 100% acetylcholine EC100;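 active means activation above the run's mean compound activation plus 3 SD, cut at about 16% in these data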;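 further: peak over basal fluorescence ratio within a 140 s kinetic read after compound addition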
Target sequence (P11229 whole entry, looked up): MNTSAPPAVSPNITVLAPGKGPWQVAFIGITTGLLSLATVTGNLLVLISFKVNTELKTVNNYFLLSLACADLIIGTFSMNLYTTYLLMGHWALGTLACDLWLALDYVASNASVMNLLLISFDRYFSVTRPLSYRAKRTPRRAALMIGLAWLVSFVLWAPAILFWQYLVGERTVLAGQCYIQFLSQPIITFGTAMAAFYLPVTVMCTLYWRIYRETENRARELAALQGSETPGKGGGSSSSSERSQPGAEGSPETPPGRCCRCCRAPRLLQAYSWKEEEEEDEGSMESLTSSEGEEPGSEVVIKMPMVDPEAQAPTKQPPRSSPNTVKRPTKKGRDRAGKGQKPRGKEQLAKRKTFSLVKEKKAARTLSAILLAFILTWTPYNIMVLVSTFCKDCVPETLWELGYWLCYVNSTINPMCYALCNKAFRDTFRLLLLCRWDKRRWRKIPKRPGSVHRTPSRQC
* marks the source's active call; other numbers are inactive results.

Results for Cc1nn(CCCC(=O)Nc2cccnc2)c(C)c1[N+](=O)[O-] ?
OXTR potentiate: 8.6; CHO parental Ca: -8.0; TAAR1 antagonist: -30.2; M1 ag parental: 0.9; V1R ag counter: 0.6; CHO-K1 Ca antag: -11.6; TAAR1 agonist: 0.1; CHO-K1 Ca PAM: 13.0; M1 ag: -2.3

Results for CCCOc1ccc(C(=O)Nc2ccc(N3CCN(C(C)=O)CC3)cc2)cc1 ?
OXTR potentiate: -6.9; CHO parental Ca: -7.1; TAAR1 antagonist: 11.2; M1 ag parental: 2.8; V1R ag counter: 1.8; CHO-K1 Ca antag: -19.7; TAAR1 agonist: 3.5; CHO-K1 Ca PAM: 8.9; M1 ag: -1.5

Results for CN(C(=O)/C=C/c1ccccc1)C1CCCCC1 ?
OXTR potentiate: -1.7; CHO parental Ca: -19.8; TAAR1 antagonist: -5.0; M1 ag parental: -0.2; V1R ag counter: -0.9; CHO-K1 Ca antag: -3.8; TAAR1 agonist: 7.4; CHO-K1 Ca PAM: 3.7; M1 ag: -5.0

How did Cc1ccc(NC(=O)Cn2c(=O)n(Cc3ccco3)c(=O)c3ccccc32)c(C)c1 do in these assays?
OXTR potentiate: -7.9; CHO parental Ca: -25.3; TAAR1 antagonist: -24.1; M1 ag parental: 3.6; V1R ag counter: 0.1; CHO-K1 Ca antag: 8.0; TAAR1 agonist: -0.9; CHO-K1 Ca PAM: -22.5; M1 ag: -2.2

Results for CCOC(=O)c1oc2ccc(CNC3CCCCC3)c(Cl)c2c1C ?
OXTR potentiate: -12.3; CHO parental Ca: -21.4; TAAR1 antagonist: -2.8; M1 ag parental: 1.1; V1R ag counter: 4.6; CHO-K1 Ca antag: -2.0; TAAR1 agonist: 7.6; CHO-K1 Ca PAM: -0.2; M1 ag: -11.5

What do the screens show for `N#CCN1CCC(c2cc(-c3ccco3)n[nH]2)CC1`?
OXTR potentiate: -4.9; CHO parental Ca: -15.6; TAAR1 antagonist: -1.5; V1R ag counter: 0.9; TAAR1 agonist: 3.1

What do the screens show for `Cc1c(Br)c([N+](=O)[O-])nn1CC(=O)N1CCN(C23CC4CC(CC(C4)C2)C3)CC1`?
OXTR potentiate: -7.8; CHO parental Ca: -12.8; TAAR1 antagonist: -17.8; M1 ag parental: 1.0; V1R ag counter: -0.4; CHO-K1 Ca antag: -4.2; TAAR1 agonist: 3.1; CHO-K1 Ca PAM: 13.1; M1 ag: -5.6

What do the screens show for `COc1ccccc1C(=O)NC(=S)Nc1ccc(NC(=O)c2cccs2)cc1`?
OXTR potentiate: -4.5; CHO parental Ca: -19.0; TAAR1 antagonist: 8.1; M1 ag parental: 0.7; V1R ag counter: -0.6; CHO-K1 Ca antag: -8.3; TAAR1 agonist: 2.1; CHO-K1 Ca PAM: 12.9; M1 ag: -0.2

How did COc1ccc(NC(=S)N2CCOCC2)c(OC)c1 do in these assays?
OXTR potentiate: -10.0; CHO parental Ca: 11.8; TAAR1 antagonist: 2.7; M1 ag parental: 0.4; V1R ag counter: 1.0; CHO-K1 Ca antag: -9.9; TAAR1 agonist: 2.6; CHO-K1 Ca PAM: 10.9; M1 ag: -3.5

How did Nc1cccc(/C=C/c2ccncc2)c1 do in these assays?
OXTR potentiate: -7.4; CHO parental Ca: -20.3; TAAR1 antagonist: -26.9; M1 ag parental: 0.9; V1R ag counter: -0.2; CHO-K1 Ca antag: -9.0; TAAR1 agonist: 7.3; CHO-K1 Ca PAM: 10.5; M1 ag: -4.2

How did CCOC(=O)N1CCC(NC(=O)c2cc(C(=O)NCc3cccc(Cl)c3)ccc2CO)CC1 do in these assays?
OXTR potentiate: -6.2; CHO parental Ca: -7.5; TAAR1 antagonist: -3.6; M1 ag parental: 0.2; V1R ag counter: 0.1; CHO-K1 Ca antag: -8.2; TAAR1 agonist: 1.3; CHO-K1 Ca PAM: 13.7; M1 ag: -1.3

What do the screens show for `Cn1c(C(=O)OC(C(=O)NCC2CCCO2)c2cccnc2)cc2sccc21` (stereo unspecified)?
OXTR potentiate: -5.1; CHO parental Ca: -8.2; TAAR1 antagonist: -10.1; M1 ag parental: 0.5; V1R ag counter: -0.3; CHO-K1 Ca antag: -9.3; TAAR1 agonist: 6.3; CHO-K1 Ca PAM: -1.6; M1 ag: -0.4

What do the screens show for `Cc1ccc(C(=O)C2C(c3ccc(-c4ccccc4[N+](=O)[O-])o3)NC(=O)NC2(O)C(F)(F)F)cc1` (stereo unspecified)?
OXTR potentiate: -5.1; CHO parental Ca: -34.8; TAAR1 antagonist: 11.5; M1 ag parental: 0.2; V1R ag counter: 3.6; CHO-K1 Ca antag: -1.1; TAAR1 agonist: 20.3; CHO-K1 Ca PAM: 3.0; M1 ag: 1.4

What do the screens show for `COC(=O)C1(C(=O)OC)C/C=C\CCN(S(=O)(=O)c2ccccc2[N+](=O)[O-])CC1`?
TAAR1 antagonist: -9.4; M1 ag parental: 3.4; CHO-K1 Ca antag: -12.4; TAAR1 agonist: 1.2; CHO-K1 Ca PAM: 5.4

Results for O=C(CN1C(=O)NC2(CCCCC2)C1=O)N1CCN(S(=O)(=O)c2cccc(F)c2)CC1 ?
OXTR potentiate: 0.1; CHO parental Ca: -5.6; TAAR1 antagonist: -14.1; M1 ag parental: 0.1; V1R ag counter: 0.3; CHO-K1 Ca antag: -1.1; TAAR1 agonist: 0.6; CHO-K1 Ca PAM: 1.3; M1 ag: -1.6

A section of the results above, as a working copy:
Results for CCOC(=O)c1oc2ccc(CNC3CCCCC3)c(Cl)c2c1C ?
OXTR potentiate: -12.3; CHO parental Ca: -21.4; TAAR1 antagonist: -2.8; M1 ag parental: 1.1; V1R ag counter: 4.6; CHO-K1 Ca antag: -2.0; TAAR1 agonist: 7.6; CHO-K1 Ca PAM: -0.2; M1 ag: -11.5

What do the screens show for `N#CCN1CCC(c2cc(-c3ccco3)n[nH]2)CC1`?
OXTR potentiate: -4.9; CHO parental Ca: -15.6; TAAR1 antagonist: -1.5; V1R ag counter: 0.9; TAAR1 agonist: 3.1

Next section
How did CC(C)NC(=O)[C@H](CSCc1ccccc1)N1Cc2ccccc2C1=O do in these assays?
OXTR potentiate: -5.2; CHO parental Ca: -14.7; TAAR1 antagonist: -1.2; M1 ag parental: 0.4; V1R ag counter: -1.0; CHO-K1 Ca antag: 2.3; TAAR1 agonist: 3.8; CHO-K1 Ca PAM: 10.6; M1 ag: -5.2

Results for CCN(CC)CCC(c1cc(OC)c(OC)c(OC)c1)c1c(OC)cc(OC)c2ccc(=O)oc12 (stereo unspecified) ?
OXTR potentiate: 1.0; CHO parental Ca: -18.1; TAAR1 antagonist: -6.8; M1 ag parental: -0.5; V1R ag counter: 0.6; CHO-K1 Ca antag: 4.3; TAAR1 agonist: 9.9; CHO-K1 Ca PAM: -2.8; M1 ag: -3.8

What do the screens show for `COc1cccc(-c2cc3nc4c(c(NCC(C)(C)CN(C)C)n3n2)CCCC4)c1`?
OXTR potentiate: -3.5; CHO parental Ca: -12.6; TAAR1 antagonist: -9.9; M1 ag parental: -0.2; V1R ag counter: -1.5; CHO-K1 Ca antag: 2.3; TAAR1 agonist: -0.7; CHO-K1 Ca PAM: -10.2; M1 ag: -5.4

How did O=C(CNC(=O)c1cccs1)Nc1ccncc1 do in these assays?
OXTR potentiate: 3.7; CHO parental Ca: -8.9; TAAR1 antagonist: -32.4; M1 ag parental: 1.8; V1R ag counter: 0.7; CHO-K1 Ca antag: -4.8; TAAR1 agonist: 0.8; CHO-K1 Ca PAM: 5.0; M1 ag: -1.6

How did NC(=O)CN(C/C=C/c1ccccc1)C/C=C/c1ccccc1 do in these assays?
OXTR potentiate: -17.6; CHO parental Ca: -23.3; TAAR1 antagonist: -20.4; M1 ag parental: 0.4; V1R ag counter: 4.8; CHO-K1 Ca antag: 9.2; TAAR1 agonist: 6.7; CHO-K1 Ca PAM: 4.3; M1 ag: -3.8

What do the screens show for `O=C(NCC(=O)N(c1cccnc1)C(C(=O)NC1CCCC1)c1cccs1)c1cccs1` (stereo unspecified)?
OXTR potentiate: 2.5; CHO parental Ca: -19.7; TAAR1 antagonist: 0.3; M1 ag parental: 0.2; V1R ag counter: -0.3; CHO-K1 Ca antag: -2.4; TAAR1 agonist: -1.3; CHO-K1 Ca PAM: 16.1; M1 ag: -6.9

What do the screens show for `Cc1ccc2c(C)c(C(=O)N(Cc3ccccc3)C3CCS(=O)(=O)C3)oc2c1` (stereo unspecified)?
OXTR potentiate: -6.0; CHO parental Ca: -16.4; TAAR1 antagonist: -21.7; M1 ag parental: 3.8; V1R ag counter: 1.3; CHO-K1 Ca antag: -17.2; TAAR1 agonist: -1.2; CHO-K1 Ca PAM: 27.1; M1 ag: 1.7

What do the screens show for `Cc1cc(C)nc(NS(=O)(=O)c2ccc(NC(=O)c3ccc(N4C(=O)CCC4=O)cc3)cc2)n1`?
OXTR potentiate: -9.5; CHO parental Ca: -6.6; TAAR1 antagonist: -16.8; M1 ag parental: 0.0; V1R ag counter: -0.3; CHO-K1 Ca antag: 15.3; TAAR1 agonist: 0.5; CHO-K1 Ca PAM: 1.6; M1 ag: -5.0

Results for NCCCC[C@@H](C(=O)N1CCNCC1)n1cc([C@@H](N)CO)nn1 ?
OXTR potentiate: -11.8; CHO parental Ca: 1.9; TAAR1 antagonist: 10.9; M1 ag parental: 0.6; V1R ag counter: 0.6; CHO-K1 Ca antag: -18.6; TAAR1 agonist: -0.1; CHO-K1 Ca PAM: 7.2; M1 ag: -3.0

What do the screens show for `Cc1c(NC(=O)C(C)OC(=O)CC2Sc3ccccc3NC2=O)c(=O)n(-c2ccccc2)n1C` (stereo unspecified)?
OXTR potentiate: -0.9; CHO parental Ca: -10.1; TAAR1 antagonist: -7.8; M1 ag parental: 0.0; V1R ag counter: 1.9; CHO-K1 Ca antag: 15.6; TAAR1 agonist: 14.4; CHO-K1 Ca PAM: -3.8; M1 ag: -5.5
